mHTT-CaM PPI inh – mutant huntingtin-calmodulin interaction inhibitors – biochemical, AlphaScreen, primary screen; 190,000 tested, 3.6% active; P42858; inhibition, % at 15 µM; AID 1671202, 2021; AlphaScreen His-mHTT/GST-CaM binding, luminescence;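 also: 0% = both proteins with DMSO and 100% = one protein alone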
Pf apPOL block – Pf-apPOL inhibitors, biochemical, fluorescence; inhibition, % at 10 µM; Plasmodium falciparum apicoplast DNA polymerase (apPOL); AID 1794808, 2022; Recombinant Pf-apPOL, molecular beacon fluorescence, 1.5 h; 210,000 tested, 0.25% active
* = called active by the depositor; i = inactive; · = not tested or not shown; & = joins results of further samples. Rule as the data show it: active = inhibition above about 50%; inactive = the rest.

Start of the data: the first 25 records (preview)
item | mol | mHTT-CaM PPI inh | Pf apPOL block
1 | CC1=CCC2C(=O)N(c3ccccc3OCC(=O)c3ccc(F)cc3)C(=O)C2C1 (stereo not drawn) | 1 | -4
2 | CC(C(=O)NCCN1CCN(C)CC1)C1CCN(S(=O)(=O)c2cccs2)CC1 (stereo not drawn) | 2 | 0
3 | COc1ccc(C(=O)N2CCCC(COc3ccc(C(=O)NC(C)C)cc3)C2)cc1F (stereo not drawn) | -5 | -4
4 | COc1cc(OC)cc(C(=O)N2CCC3(CC2)NC(=O)c2ccccc2N3C)c1 | 10 | -8
5 | Cc1ccc(C)c(CNC(=O)C2CCc3nc(N4CCCC4)ncc3C2)c1 (stereo not drawn) | 0 | -1
6 | CCCNc1cc(N2CCC(CCC(=O)Nc3ccc(OC)cc3OC)CC2)ncn1 | 8 | -4
7 | CCCCNC(=O)C1c2cc(OC)c(OC)cc2C(=O)N(C)C1c1cccs1 (stereo not drawn) | 2 | 7
8 | Cc1noc(COC2CCCN(Cc3ccoc3)C2)n1 (stereo not drawn) | -1 | -8
9 | CSc1ccc(/C=N/n2c(-c3ccc(C(C)(C)C)cc3)n[nH]c2=S)cc1 | i | ·
10 | O=C(CN1C(=O)NC2(CCCCC2)C1=O)Nc1ccc2c(c1)OCCO2 | 8 | -7
11 | CSc1ccc(/C=N\n2c(-c3ccccc3)n[nH]c2=S)cc1 | i | ·
12 | Cc1ccccc1Oc1ccc(N2C(=O)C3C4C=CC(C5CC45)C3C2=O)cc1 (stereo not drawn) | -17 | 2
13 | Cc1ccc(C2CC(c3c(F)cccc3Cl)n3nc(N)nc3N2)cc1 (stereo not drawn) | 19 | -4
14 | Cc1nc(OCC(=O)Nc2ccccc2)c2ccccc2n1 | -2 | -5
15 | COc1ccc(-c2c(C)c3ccc(OC(C)=O)c(C)c3oc2=O)cc1 | -3 | -12
16 | O=C1NC(=Nc2ccccc2Cl)S/C1=C/c1ccc([N+](=O)[O-])cc1 | 43 | 19
17 | COc1ccc(C2CC(C(F)(F)F)n3ncc(C(=O)NC(C)(C)C)c3N2)cc1OC (stereo not drawn) | 11 | -54
18 | CC1C(=O)OC2C1CCC1(C)C(=O)C=CC(C)(O)C21 (stereo not drawn) | · | 0
19 | Cc1ccc(C)c(S(=O)(=O)N2CCCC2CNC(=O)C(=O)NCCC2=CCCCC2)c1 (stereo not drawn) | -16 | 1
20 | CC(C)C(=O)N1CCN(c2nc3c(s2)CC(C(=O)Nc2cc(F)ccc2F)CC3)CC1 (stereo not drawn) | 8 | 5
21 | Cc1ccccc1-c1ccccc1CN1[C@@H](C(C)C)COCCS1(=O)=O | -4 | 1
22 | COc1ccc(-n2nc(C(=O)NCC(=O)N3CCOCC3)c3ccccc3c2=O)cc1Cl | 19 | 0
23 | CCOC(=O)Nc1nnc(-c2ccccc2)s1 | 2 | 7
24 | CCCOc1ccc(/C=C/C(=O)Nc2ccc(S(=O)(=O)Nc3onc(C)c3C)cc2)cc1 | 38 | -1
25 | COc1cc(NS(=O)(=O)c2ccc(NC(=O)COc3ccc(C)cc3)cc2)nc(OC)n1 | 9 | -1

The listing, from the start:
item | mol | mHTT-CaM PPI inh | Pf apPOL block
1 | CC1=CCC2C(=O)N(c3ccccc3OCC(=O)c3ccc(F)cc3)C(=O)C2C1 (stereo not drawn) | 1 | -4
2 | CC(C(=O)NCCN1CCN(C)CC1)C1CCN(S(=O)(=O)c2cccs2)CC1 (stereo not drawn) | 2 | 0
3 | COc1ccc(C(=O)N2CCCC(COc3ccc(C(=O)NC(C)C)cc3)C2)cc1F (stereo not drawn) | -5 | -4
4 | COc1cc(OC)cc(C(=O)N2CCC3(CC2)NC(=O)c2ccccc2N3C)c1 | 10 | -8
5 | Cc1ccc(C)c(CNC(=O)C2CCc3nc(N4CCCC4)ncc3C2)c1 (stereo not drawn) | 0 | -1
6 | CCCNc1cc(N2CCC(CCC(=O)Nc3ccc(OC)cc3OC)CC2)ncn1 | 8 | -4
7 | CCCCNC(=O)C1c2cc(OC)c(OC)cc2C(=O)N(C)C1c1cccs1 (stereo not drawn) | 2 | 7
8 | Cc1noc(COC2CCCN(Cc3ccoc3)C2)n1 (stereo not drawn) | -1 | -8
9 | CSc1ccc(/C=N/n2c(-c3ccc(C(C)(C)C)cc3)n[nH]c2=S)cc1 | i | ·
10 | O=C(CN1C(=O)NC2(CCCCC2)C1=O)Nc1ccc2c(c1)OCCO2 | 8 | -7
11 | CSc1ccc(/C=N\n2c(-c3ccccc3)n[nH]c2=S)cc1 | i | ·
12 | Cc1ccccc1Oc1ccc(N2C(=O)C3C4C=CC(C5CC45)C3C2=O)cc1 (stereo not drawn) | -17 | 2
13 | Cc1ccc(C2CC(c3c(F)cccc3Cl)n3nc(N)nc3N2)cc1 (stereo not drawn) | 19 | -4
14 | Cc1nc(OCC(=O)Nc2ccccc2)c2ccccc2n1 | -2 | -5
15 | COc1ccc(-c2c(C)c3ccc(OC(C)=O)c(C)c3oc2=O)cc1 | -3 | -12
16 | O=C1NC(=Nc2ccccc2Cl)S/C1=C/c1ccc([N+](=O)[O-])cc1 | 43 | 19
17 | COc1ccc(C2CC(C(F)(F)F)n3ncc(C(=O)NC(C)(C)C)c3N2)cc1OC (stereo not drawn) | 11 | -54
18 | CC1C(=O)OC2C1CCC1(C)C(=O)C=CC(C)(O)C21 (stereo not drawn) | · | 0
19 | Cc1ccc(C)c(S(=O)(=O)N2CCCC2CNC(=O)C(=O)NCCC2=CCCCC2)c1 (stereo not drawn) | -16 | 1
20 | CC(C)C(=O)N1CCN(c2nc3c(s2)CC(C(=O)Nc2cc(F)ccc2F)CC3)CC1 (stereo not drawn) | 8 | 5
21 | Cc1ccccc1-c1ccccc1CN1[C@@H](C(C)C)COCCS1(=O)=O | -4 | 1
22 | COc1ccc(-n2nc(C(=O)NCC(=O)N3CCOCC3)c3ccccc3c2=O)cc1Cl | 19 | 0
23 | CCOC(=O)Nc1nnc(-c2ccccc2)s1 | 2 | 7
24 | CCCOc1ccc(/C=C/C(=O)Nc2ccc(S(=O)(=O)Nc3onc(C)c3C)cc2)cc1 | 38 | -1
25 | COc1cc(NS(=O)(=O)c2ccc(NC(=O)COc3ccc(C)cc3)cc2)nc(OC)n1 | 9 | -1
26 | Cn1c(=O)c2c(-c3ccccc3)n(Cc3ccccc3)cc2n(C)c1=O | 18&7 | -9&-8
27 | CCSc1ncnc2c(C#N)c3n(c12)CCCCC3 | 15&-2 | -55&-7
28 | COc1ccc(NC(=O)C2CCCN(C(=O)c3cc(C)cc(C)c3)C2)cc1 (stereo not drawn) | 7 | -3
29 | Cc1ccc(C(=O)Cn2nnc3ccccc32)cc1 | -5 | -10
30 | CCCCOC(=O)Nc1ccc([N+](=O)[O-])cc1OC | 0 | -5
31 | CCCCC(=O)N1CCc2c(c(C(=O)NCc3ccc(F)cc3)nn2C)C1 | 47 | -9
32 | CC(C)C(=O)NC1CCN(c2ccccc2C(=O)N2CCCCC2C)CC1 (stereo not drawn) | 11 | -32
33 | Cc1ccc(C(=O)N2CCCn3nc(-c4cccs4)cc3C2)s1 | 4 | -3
34 | Cc1nc(-c2cccc(NC(=O)c3cccc([N+](=O)[O-])c3)c2)cs1 | 7 | -4
35 | Cc1cc(C(=O)N2CCCCC2)nc2cc(-c3ccccn3)nn12 | -6 | -3
36 | Cc1cc(C)c(C(=O)N2CCC(CC(=O)NC3CCCCC3)CC2)[nH]1 | 3 | 0
37 | CC(Cc1cccs1)NC(=O)Cc1cccc2ccccc12 (stereo not drawn) | -6 | -9
38 | CCCc1cc(C2CCCN2C(=O)Nc2ccccc2Br)no1 (stereo not drawn) | -12 | -4
39 | Cc1ccc(N2CCN(CC3CN(C(=O)Nc4ccccc4)CCO3)CC2)cc1C (stereo not drawn) | 29 | 0
40 | C=C1CSc2nc(=O)c3c4c(sc3n21)CCC4 | 4&6 | -7&-5
41 | Cc1ccc(-c2noc(-c3ccc(NCc4ccc(N(C)C)cc4)nc3)n2)cc1 | -3 | 2
42 | Cc1onc(-c2ccccc2)c1CNC(=O)c1cc(C)n(C)n1 | · | -3
43 | COc1ccc(C=NNc2c([N+](=O)[O-])c(C)nn2C)cc1 | · | 4
44 | COc1cc(NS(=O)(=O)c2ccc(NC(=O)CCC(=O)O)cc2)nc(OC)n1 | 3 | 0
45 | CC1(C)Cc2ccccc2C2=C(C(=O)N3CCCC3)C(=O)C(=O)N21 | -1 | -12
46 | Cn1c2ccccc2c2c(C(=O)NCCc3ccc(Cl)cc3)cn(C3CCCC3)c(=O)c21 | -4 | 0
47 | Cn1cc2c(=O)[nH]nnc2n1 | · | -1
48 | O=C(C1CC(=O)N(c2cccc(F)c2)C1)N1CCOCC1 (stereo not drawn) | 4 | -4
49 | O=C(Nc1ccc(F)cc1F)C1CCCN(C(=O)Cc2cccc3ccccc23)C1 (stereo not drawn) | 1 | -4
50 | COCC(=O)N1CCCC1c1nc2cc(-c3ccc(F)cc3F)ccc2o1 (stereo not drawn) | 8 | -3
51 | CCCCNC(=O)ON=C(C)c1ccc2cc(OC)ccc2c1 | · | -6
52 | O=C(Cn1cnc2scc(-c3cccc([N+](=O)[O-])c3)c2c1=O)Nc1ccccc1 | 22 | -6
53 | O=C(Cn1c(=O)[nH]c2ccccc2c1=O)Nc1nc(-c2cccnc2)cs1 | -11 | -5
54 | CCOC(=O)c1ccc(CNC(=O)N2CCc3nc4cc[nH]n4c(=O)c3C2)cc1 | 5 | -2
55 | CCN(CC)C(=O)c1sc(N)c(C#N)c1C | -10 | 4
56 | Cc1ccc(NC(=O)N2CCOc3ccc(C)cc32)c(C)c1 | 5 | -10

(listing goes on)
item | mol | mHTT-CaM PPI inh | Pf apPOL block
57 | O=C1CSC(c2ccccc2[N+](=O)[O-])N1c1cccc(C(F)(F)F)c1 (stereo not drawn) | 7 | 0
58 | CCC(C)C(=O)N1CCc2c(nc(-c3ccc(OC)cc3)[nH]c2=O)C1 (stereo not drawn) | -2 | -1
59 | Cc1ccc(NC(=O)CN2C(=O)C(c3ccc(F)cc3)=NC23CCCC3)cc1 | -7 | -5
60 | Cc1ccc(N(C)S(=O)(=O)c2ccc3[nH]cc(C(=O)NC4CCCC4)c(=O)c3c2)cc1C | 33 | -21
61 | COc1ccc(N2CC(c3nnc(NC(=O)Cc4ccc(Cl)cc4)o3)CC2=O)cc1 (stereo not drawn) | 5 | -1
62 | Cc1ccc(F)cc1N1C=C(C#N)S(=O)(=O)c2ccc(F)cc21 | -5 | -1
63 | Oc1ccccc1-c1cc2ccccc2[nH]1 | 42 | -3
64 | O=C1CCCN1S(=O)(=O)c1ccc(Br)s1 | -3 | ·
65 | CCCCNC(=O)Cn1c(=O)n(-c2ccccc2)c(=O)c2sccc21 | 1 | -1
66 | COc1ccc(C)cc1NC(=O)N1CCC2(CC1)NC(=O)c1ccc(F)cc1N2C | 19 | -9
67 | COCCn1c(=N)c(S(=O)(=O)c2ccccc2)cc2c(=O)n3ccccc3nc21 | -2 | -12
68 | CCN(C(=O)c1ccccc1Br)c1ccccc1 | -10 | 1
69 | C=C(C)CC(NC(C)c1ccccc1)c1ccco1 (stereo not drawn) | -14 | -10
70 | CC/C(=C\C(=O)c1ccncc1)Nc1ccc(OC)cc1 | 1 | -3
71 | CSc1ccccc1NC(=O)c1cc2nc(-c3ccccc3)cc(C)n2n1 | -1 | 6
72 | CC(=O)Nc1ccc(S(=O)(=O)Nc2ccc3c(c2)CCN3S(C)(=O)=O)cc1 | 4 | -2
73 | CCOc1ncccc1C(=O)Nc1cccc(-c2csc3nc(C)cc(=O)n23)c1 | -9 | -2
74 | CC(=O)C1=C(C)NC(SCC(=O)c2ccc(C)c(C)c2)=C(C#N)C1c1sccc1C (stereo not drawn) | -26 | 2
75 | COc1ccc(OC)c(CNC(=O)C2CCCN(C(=O)c3ccccc3Cl)C2)c1 (stereo not drawn) | 27 | 3
76 | Cc1ccc(C=CC(=O)N2CCC3(O)CCCCC3C2)cc1 (stereo not drawn) | 5 | -38
77 | O=C(C1CC1)N1CCc2sc(S(=O)(=O)NC3CCCC3)cc2C1 | 4 | -1
78 | Nc1nonc1-n1nnc(CN2CCCCC2)c1CN1CCCCC1 | 5 | -12
79 | CC(C)NC(NC(=O)c1ccco1)C(Cl)(Cl)Cl (stereo not drawn) | -8 | -9
80 | O=C(COc1ccc2ccccc2c1)NCC(O)c1ccc(C(F)(F)F)cc1 (stereo not drawn) | -12 | -5
81 | N=C1NC(=O)C(CC(=O)Nc2cccc(C(F)(F)F)c2)S1 (stereo not drawn) | -3 | -5
82 | O=C(CSc1nnc(-c2cccnc2)n1Cc1ccccc1)Nc1ccc(F)cc1 | 6 | -8
83 | CC(C)N1C(=O)Cc2ccccc2C1C(=O)NCc1cccs1 (stereo not drawn) | -1 | 3
84 | Cc1ccc(-c2nc(C=Nc3ccc(C(=O)N(C)c4ccccc4)cc3)c(O)o2)cc1 | 21 | -2
85 | CC(C)Cn1c(=O)c2c(ncn2Cc2cccc(F)c2)n(-c2ccccc2)c1=O | 10 | 1
86 | CC(=O)c1cccc(N2CN=c3s/c(=C\c4cccc([N+](=O)[O-])c4)c(=O)n3C2)c1 | 17 | -9
87 | Cc1cc(NC(=O)CN2CCC(c3nnc(-c4ccco4)o3)CC2)no1 | -10 | -4
88 | COc1ccc(N=Nc2ccc(OC)c(OC)c2)cc1OC | · | 0

Single values from above.
Reading for Cc1onc(-c2ccccc2)c1CNC(=O)c1cc(C)n(C)n1 under Pf apPOL block: -3
Reading for CC1=CCC2C(=O)N(c3ccccc3OCC(=O)c3ccc(F)cc3)C(=O)C2C1 (stereo not drawn) under mHTT-CaM PPI inh: 1

Bioassay records from PubChem.
